MITF primary: inhibitors of human MITF | AlphaScreen MITF homodimerization, bead proximity signal | inhibition, % at 2.6 µM | 0.91% of 650,000 active; in the data active = inhibition above about 50%;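 note: 0% = vehicle wells with protein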
GPR151 ag: activators of human GPR151; AID 1508602; activation, % at 11.2 µM; Q8TDV0; 1% of 650,000 active; PathHunter beta-arrestin GPR151 cells, luminescence; in the data active = activation above about 4.9%;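 note: 0% = median of compound wells and 100% = cells with positive control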
TEAD-YAP inh: TEAD-YAP interaction inhibition | HEK-TIYL cells, TEAD-Gal4/YAP UAS-luciferase luminescence | inhibition, % at 9.12 µM | 1.4% of 640,000 active; in the data active = inhibition above about 32%;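 note: 0% = median of test compound wells and 100% = reference inhibitor wells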
FBW7 activator: human FBW7 E3 ligase activation, primary screen; Q969H0; AlphaScreen FBW7–phospho-cyclin E peptide binding, activator screen; normalized activity (activation), % at 26.1 µM; 0.13% of 650,000 active; in the data active = normalized activity above about 1.9%;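 note: purified mutant Fbw7 with reduced substrate affinity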
Target sequence (Q969H0 whole entry, looked up): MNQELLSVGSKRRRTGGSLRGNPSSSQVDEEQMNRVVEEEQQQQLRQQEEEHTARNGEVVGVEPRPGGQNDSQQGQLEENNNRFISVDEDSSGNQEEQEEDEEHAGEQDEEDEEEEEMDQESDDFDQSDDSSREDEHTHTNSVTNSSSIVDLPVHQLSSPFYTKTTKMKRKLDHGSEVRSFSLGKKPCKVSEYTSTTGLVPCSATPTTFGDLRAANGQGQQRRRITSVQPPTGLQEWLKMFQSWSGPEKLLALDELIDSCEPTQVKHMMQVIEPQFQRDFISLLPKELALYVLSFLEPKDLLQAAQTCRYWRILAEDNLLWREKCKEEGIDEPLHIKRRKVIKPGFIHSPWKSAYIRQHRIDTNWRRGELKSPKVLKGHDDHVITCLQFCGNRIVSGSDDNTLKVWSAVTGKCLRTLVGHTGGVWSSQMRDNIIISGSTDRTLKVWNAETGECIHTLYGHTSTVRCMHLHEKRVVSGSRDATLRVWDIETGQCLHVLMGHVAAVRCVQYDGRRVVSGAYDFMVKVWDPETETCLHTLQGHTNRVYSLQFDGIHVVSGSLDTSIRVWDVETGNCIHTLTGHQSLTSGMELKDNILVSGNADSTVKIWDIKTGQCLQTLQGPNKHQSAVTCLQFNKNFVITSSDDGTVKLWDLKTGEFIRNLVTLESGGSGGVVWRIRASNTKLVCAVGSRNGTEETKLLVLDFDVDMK
* = called active by the depositor.

SMILES	MITF primary	GPR151 ag	TEAD-YAP inh	FBW7 activator
COc1ccc(NC(=O)c2sc3ncn(CC(=O)Nc4cccc(C(F)(F)F)c4)c(=O)c3c2C)c(OC)c1	-3	-0.3	6	0.1
CC(C)CC(=O)NCCn1nc(-c2cccs2)oc1=O	-7	0.1	3	0.1
CCOc1ccc(-c2n[nH]c(=S)n2CC)cc1	-4	0.3	5	-0.1
Cc1ccc(OC(=O)N[C@H]2C[C@H]3C(=O)N[C@H](C)C(=O)N3C2)cc1	9	0.8	-4	-0.2
O=C(NCc1ccco1)c1ccc(N2C(=O)C3C4C=CC(C4)C3C2=O)cc1 (centres undefined)	13	-0.4	8	0.7
NC(=O)CSc1nnc(COc2cccc3ccccc23)n1-c1ccc(F)cc1	4	0.4	-3	0.0
O=[N+]([O-])c1ccccc1S(=O)(=O)NCCSc1ccccc1	5	0.4	-15	-0.1
CCOCC(=O)N1CCC(Cn2cnc3cc(C)c(C)cc32)CC1	66*	0.1	6	-0.4
COc1cccc(C(=O)N2CCN(C(=O)c3cccnc3)CC2)c1	12	-1.6	3	0.3
CCOC(=O)C1=C(C)N=c2s/c(=C\c3ccc(-c4cccc(C(=O)OC)c4)o3)c(=O)n2C1c1ccc(F)cc1 (centres undefined)	12	1.1	2	0.0
CCN1C(=O)c2cccc3c(NC(=O)c4cccc(OC)c4)ccc1c23	3	2.2	-8	0.3
CCN(CC)c1ccc(C(=S)N2CCN(CCO)CC2)cc1	13	0.3	12	-0.3
Fc1ccccc1-c1nnn(Cc2ccc3c(c2)OCO3)n1	-3	0.6	-20	-0.2
COCCNC(=O)CN(c1cc(Cl)ccc1Cl)S(C)(=O)=O	2	-0.4	8	0.1
COc1ccc(OC)c(-c2noc(Nc3ccc(F)cc3)n2)c1	7	-1.2	6	1.1
O=C(CSc1nc2ccccc2[nH]1)Nc1ccc(F)c(F)c1F	2	0.7	-9	-0.1
O=c1cc(-c2ccccc2)[nH]n1-c1nc2ccccc2[nH]1	40	-1.2	16	-1.0
O=C(Nc1c2c(nn1-c1ccc(F)cc1)CSC2)c1cccc(Br)c1	2	3.5	0	0.0
Cn1nc(CC(=O)Nc2nccs2)c2ccccc2c1=O	11	-0.8	10	0.1
O=C(NCCCN1CCOCC1)c1cc2sc3ccccc3c2s1	-2	3.1	5	0.1
COc1ccc2cc(C)c3nn(CC(=O)N(C)C4CCCCC4)c(=O)n3c2c1	-7	-0.8	-7	0.0
CCOc1ccc(Nc2nc3c(c(=O)[nH]2)CCC3)cc1	-1	0.4	-3	-0.1
NC(=O)c1cccc(CNC(=O)c2ccccc2C(N)=O)c1	1	2.0	-8	0.0
CCOC(=O)N1CCN(C(=O)c2csc(-c3cc4ccccc4n3C)n2)CC1	-9	0.9	-10	0.1
CCN1CCN(CCCNC(=O)c2ccc3nc(N4CCC(C)CC4)sc3c2)CC1	-6	-1.1	-45	-0.2
O=C(Nc1ccc2[nH]ncc2c1)C1CCN(C(=O)Nc2ccc(Cl)cc2)C1 (centres undefined)	-13	0.2	-10	0.1
CN(CC(=O)Nc1ccc(Cl)cc1)C(=O)COc1ccc(C#N)cc1	-3	2.9	8	0.1
Cc1cc(C)n(CC(=O)NNC(=O)CCc2nc3ccccc3s2)n1	6	0.9	-4	0.0
COc1ccc(N2CCN(c3nc(-c4ccc(C)cc4)nc4ccccc34)CC2)cc1	0	-0.5	8	-0.4
CCC(=O)C1CCCN(C(=O)CC2(c3ccccc3)CC(=O)N(Cc3cccnc3)C2=O)C1 (centres undefined)	20	-1.4	4	0.4

Fetched by compound from the list above (2):
SMILES	MITF primary	GPR151 ag	TEAD-YAP inh	FBW7 activator
CCOc1ccc(Nc2nc3c(c(=O)[nH]2)CCC3)cc1	-1	0.4	-3	-0.1
O=C(NCCCN1CCOCC1)c1cc2sc3ccccc3c2s1	-2	3.1	5	0.1

The listing picks up, repeating the 4 entries before the break.
SMILES	MITF primary	GPR151 ag	TEAD-YAP inh	FBW7 activator
CN(CC(=O)Nc1ccc(Cl)cc1)C(=O)COc1ccc(C#N)cc1	-3	2.9	8	0.1
Cc1cc(C)n(CC(=O)NNC(=O)CCc2nc3ccccc3s2)n1	6	0.9	-4	0.0
COc1ccc(N2CCN(c3nc(-c4ccc(C)cc4)nc4ccccc34)CC2)cc1	0	-0.5	8	-0.4
CCC(=O)C1CCCN(C(=O)CC2(c3ccccc3)CC(=O)N(Cc3cccnc3)C2=O)C1 (centres undefined)	20	-1.4	4	0.4
COc1cc(NC(=O)c2cccc(-n3cc(NC(=O)Nc4ccc(C)c([N+](=O)[O-])c4)cn3)c2)ccc1N1CCOCC1	4	1.4	15	0.0
COc1ccc(CC(=O)NCc2nnc(SCC(=O)Nc3nccs3)n2-c2ccccc2OC)cc1	0	0.3	16	-0.1
O=C1CSC(c2cc3c(cc2Br)OCO3)N1c1ccccc1F (centres undefined)	-2	-1.6	-3	-0.1
Cc1ccc(N2C(=O)/C(=C/c3cccc([N+](=O)[O-])c3)N=C2c2cccc(Cl)c2)c(C)c1	-6	0.8	-11	-0.2
CC(=O)Nc1ccc(S(=O)(=O)N(C)CC(=O)O)cc1	-9	0.5	-6	0.0
O=C(Nc1ccccc1C(=O)N1CCOCC1)c1cccc(F)c1	0	-1.6	6	-0.2
CC(C)(C)NC(=O)c1nc2nc(-c3ccccc3)cc(C(F)(F)F)n2n1	5	0.4	-9	-0.2
CC(=O)Cn1c(CN(C)C)nc2ccccc2c1=O	-2	-1.9	-2	-0.1
CCOc1ccc(S(=O)(=O)Nc2cccc3c2CCCC3)c2cccnc12	41	-0.3	0	0.0
CC(C)CNC(=S)NC(=O)c1ccc(Cl)cc1	-1	0.4	-57	0.0
CC(=O)c1c(OCc2ccc([N+](=O)[O-])cc2)ccc2c(C)cc(=O)oc12	13	-0.1	-16	0.1
C=CCOc1ccc(/C(O)=C2\C(=O)C(=O)N(c3nc(C)c(C(=O)OC)s3)C2c2ccc(OC)cc2)c(C)c1 (centres undefined)	0	0.4	-15	0.0
CCC1CCCCN1S(=O)(=O)c1ccc(C(=O)Nc2cccc3c2C(=O)NC3=O)cc1 (centres undefined)	-3	1.1	6	0.0
COc1cc(C(=O)N/N=C/c2ccc(Br)s2)cc(OC)c1OC	-3	0.7	59*	0.0
COc1cccc(C(=O)Nc2ccccc2C(=O)OC(C)C)c1	14	1.6	-10	0.3

Whole records as entered above. Order of values: MITF primary, GPR151 ag, TEAD-YAP inh, FBW7 activator
Entry for `O=C1CSC(c2cc3c(cc2Br)OCO3)N1c1ccccc1F` (centres undefined) : -2, -1.6, -3, -0.1
Entry for `Cc1ccc(N2C(=O)/C(=C/c3cccc([N+](=O)[O-])c3)N=C2c2cccc(Cl)c2)c(C)c1` : -6, 0.8, -11, -0.2
Entry for `C=CCOc1ccc(/C(O)=C2\C(=O)C(=O)N(c3nc(C)c(C(=O)OC)s3)C2c2ccc(OC)cc2)c(C)c1` (centres undefined) : 0, 0.4, -15, 0.0
Entry for `COc1cc(C(=O)N/N=C/c2ccc(Br)s2)cc(OC)c1OC` : -3, 0.7, 59*, 0.0

New compounds follow.
SMILES	MITF primary	GPR151 ag	TEAD-YAP inh	FBW7 activator
Cc1cc(Cl)ccc1OCC(=O)NNC(=O)Cc1cccs1	1	-0.4	8	-0.2
Nn1c(SCc2cccc(Br)c2)nnc1-c1ccccc1	-7	1.7	-8	-0.1
Brc1cccc(-c2nnc3sc(CN4CCC5(CC4)OCCO5)cn23)c1	16	1.9	7	0.1
CCN(C(=O)c1ccc(N2CC3CC(C2)c2cccc(=O)n2C3)c(NC(=O)c2cc(OC)cc(OC)c2)c1)c1cccc(C)c1 (centres undefined)	-1	0.1	-10	0.0
O=C(O)c1c(CNCCCc2ccccc2)c2ccccc2n1Cc1ccccc1F	-5	-0.8	-5	0.2
OCCC1CN(Cc2cnc(-c3ccccc3)s2)CCN1Cc1ccsc1 (centres undefined)	10	1.6	-1	0.1
CCCSc1nc2sc3c(c2c(=O)n1-c1ccc(C)cc1)CCCC3	6	-0.1	-11	-0.1
O=C(CN(CCc1ccccc1)S(=O)(=O)c1ccccc1)NCCO	26	0.0	6	0.7
CCN(CC)C(=O)Cc1c(O)c2ccccc2[nH]c1=O	11	-1.1	-6	0.1
CC(C(=O)NCCSCc1cccc(Cl)c1)N(c1ccccc1)S(C)(=O)=O (centres undefined)	15	-0.8	10	0.0
COc1ccc(CCNC(=O)c2cncc(-c3ccc(OC)cc3)c2)cc1	5	-0.1	4	0.0
c1ccc(CN2CCOCCOCCN(Cc3ccccc3)CCOCCOCC2)cc1	-4	0.5	7	0.0
COc1ccc2c(c1)N(C)/C(=c1/s/c(=c3/sc4nc5ccccc5n4c3=O)n(C)c1=O)S2	8	4.0	-28	0.0
COc1cccc(C2CC(c3ccc(Br)cc3)=NN2C(=O)c2ccncc2)c1OC (centres undefined)	2	1.4	7	-0.1
CCOC(=O)N1CCN(c2ncc(-c3cc4ccccc4s3)cn2)CC1	8	0.9	-17	-0.1
CCOc1ccc(NC(=O)CN2CCOCC2)cc1	4	0.0	-9	-0.1
CC(NC(=O)CCC1(Cc2ccc3ccccc3c2)CCC(=O)N1)c1cccs1 (centres undefined)	-6	-0.5	-4	0.1
CCC1(C)Cc2c(sc3[nH]c(=S)n(-c4ccc(C)cc4)c(=O)c23)CO1 (centres undefined)	8	1.4	-4	-0.3
Cc1cccc(N2C(=O)C3C4C=CC(CO)(O4)C3C2=O)c1 (centres undefined)	-4	-1.2	-6	-0.1
Cc1nnc2ccc(SCC(=O)NC3CCN(c4ccccc4)CC3)nn12	-1	0.8	6	-0.1
O=C(NNC(=O)c1ccncc1)Nc1ccc(Cl)cc1	7	-0.3	9	0.3
Cc1cc2c(cc1S(=O)(=O)C(C)CC(=O)N1CCc3ccccc31)OCC(=O)N2 (centres undefined)	-4	-1.7	-7	-0.1
O=C(COC(=O)c1ccc(N2C(=O)C3C4C=CC(C5CC45)C3C2=O)cc1)c1ccccc1 (centres undefined)	-9	-1.3	3	-0.1
Cc1ccccc1NC(=O)/C(C#N)=C(\Nc1ccccc1)SCc1ccccc1Cl	-5	-0.5	6	0.0
COc1cc(/C=c2\sc3nc4c(C)cccc4n3c2=O)cc(OC)c1OC(C)=O	7	0.7	7	-0.2
C=CCNc1nc(-c2ccccc2)cc(C(F)(F)F)c1C#N	10	-1.9	2	0.8
O=C(Nc1ccc(F)cc1)Nc1ccc(Cl)cn1	3	0.3	-7	-0.1
O=C(COc1ccc(Cl)cc1)Nc1ccc2scnc2c1	21	-2.0	-67	0.7
CNCc1ccc(OCC(=O)Nc2ccc(OC)cc2)c(OC)c1	16	0.0	-1	-0.1
CCOC(=O)c1ccc(N2C(=O)C3CCC(C)CC3C2=O)cc1 (centres undefined)	8	1.1	-15	0.1
CCCNC(=O)C(c1ccccc1)c1ccccc1	7	0.0	9	-0.1
C=CCc1cc(OC)ccc1OCCN1CC(C)OC(C)C1 (centres undefined)	64*	0.0	-1	-0.4
CCn1cc(C(=O)NCCOC)c(=O)c2ccc(C)nc21	4	-0.8	1	0.0
COC(=O)N1CCN(CCNC(=O)c2cccc3ccccc23)CC1	8	-1.1	-7	0.2
CC1(C)Cc2cccc(C(=O)Nc3cccnc3)c2O1	5	1.6	1	-0.5
O=C(Nc1ccc(F)c(F)c1)c1cc(S(=O)(=O)N2CCN(c3ccccc3Cl)CC2)ccc1F	-3	-3.4	-8	-0.1
CN(C)c1ccc(/C=N/Nc2ccc(S(=O)(=O)O)cc2)cc1	-3	0.1	5	-0.1
Cc1c(Cl)cccc1Nc1ncnc2c1cnn2C	10	-1.1	-14	0.0
CCCCSc1nnc(CNC(=O)c2ccc(S(=O)(=O)N3CCCCC3)cc2)n1-c1ccc(F)cc1	-4	-0.3	-10	-0.1
O=C(COC(=O)c1ccc2c(c1)S(=O)(=O)c1ccccc1C2=O)NCCc1ccccc1	-3	0.3	5	0.1
CC(C)(C)P(=NC(=S)N1CCCCCC1)(N1CCOCC1)N1CCOCC1	2	-0.4	13	0.1
C=CCn1c(=O)c(C(=O)Nc2ccc(C)cc2Br)c(O)c2ccccc21	27	-0.2	-6	0.4
COc1ccc(CCN2C(=S)N(c3ccc(F)cc3)C(=O)C2CC(=O)Nc2ccc(F)cc2)cc1 (centres undefined)	8	1.2	3	0.1
CCOc1ccc(CN2CCN(Cc3cccc(OC)c3O)CC2CCO)cc1 (centres undefined)	15	-0.8	-9	-0.1
CCOc1cc(/C=C2\SC(N)=NC2=O)ccc1OCc1ccc(Br)cc1	-10	1.9	-2	0.1
CC1(C)C2CCC(C2)C1(C)NC(=O)CN1C(=O)[C@@H]2CCCN2C(=O)c2ccccc21 (some centres undefined)	9	-0.7	-4	0.0
CC1CCc2c(sc3ncn(CC#N)c(=O)c23)C1 (centres undefined)	-8	-0.4	-14	0.1
COc1cc(/C=C/c2nc3ccccc3c(=O)n2-c2ccc(Br)c(C)c2)cc(OC)c1OC	0	0.6	6	0.0
CCN(CC(=O)N1CCc2ccccc2C1)S(=O)(=O)c1ccc(Cl)cc1	8	0.6	6	0.7
